T cell modulator: T cell immune modulators affecting CD8 T cell-vesicle binding; 2C CD8+ T cell-vesicle binding, flow cytometry; active compounds read low; calls only at 7 µM; 0.068% of 330,000 active;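 active = response, share of CD8 T cells binding vesicles, and their 90th percentile fluorescence all below set limits, cut at about 80% in these data, passing the limit was not always enough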
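material = purified 2C TCR transgenic mouse naive CD8+ T cells | controls = Unloaded micro-vesicles (low), QL9 vesicles with 0.7% DMSO (high) | detection = cytometric PE anti-B7-1 and Alexa647 anti-CD8 signals after 1% paraformaldehyde fixation | incubation = binding step 1.5 h, 37 °C, antibody labelling 20 min, ice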
M17LAP inhibition: P. falciparum M17LAP inhibitors, primary screen, biochemical, fluorogenic H-Leu-NHMec substrate, 1536-well (AID 1619); 0.38% of 220,000 active; one-dose inhibition, % at 30 µM; IC50 in µM for titrated hits; recombinant M17LAP, H-Leu-NHMec fluorogenic kinetic assay; higher % means a stronger effect;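 active = compound inhibiting the enzyme by more than half at any dose during confirmatory dose-response retesting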;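 note: plate controls were full reaction with DMSO carrier for no effect and no enzyme background for full effect; strong numbers were not always called active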
Yfh1-depleted yeast: mitochondrial function rescue without frataxin homolog – Friedreich's ataxia, plus single-dose screen, dose response (AID 1465); S. cerevisiae Yfh1-off respiration, WST-1 reduction, 72 h; higher fold induction means a stronger effect; fold induction at 50 µM, or EC50 in µM where a hit was titrated; 0.074% of 220,000 active;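 active = fold induction of absorbance versus untreated yeast above a set limit, then at least 30% activation at any dose in follow-up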;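 note: activators that raise dye reduction in frataxin-depleted yeast; strong numbers were not always called active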
Autophagy HCS: modulators of autophagy; MEF GFP-LC3 puncta imaging; test concentration mostly 10 µM; calls only at 10 µM (by protocol); 0.98% of 190,000 active;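 active = percentage of spot-positive cells more than 3 SD above its plate mean, without a fluorescence outlier flag or 80% toxicity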;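 note: spot-positive cell cutoff set from DMSO-treated cells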
P. falciparum M1AAP: malaria alanyl aminopeptidase activity blockers – biochemical, fluorogenic H-Leu-NHMec substrate, 1536-well (AID 1445) | recombinant M1AAP, H-Leu-NHMec fluorogenic kinetic assay; higher % means a stronger effect | inhibition, % at 30 µM; hits with a dose series show IC50 in µM | 0.42% of 220,000 active;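 active = primary inhibition above the hit cutoff, then over 50% inhibition at one or more dose response concentrations, cut at about 23% in these data, passing the limit was not always enough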;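 note: plate controls were DMSO full reaction for no effect and no enzyme background for full effect; strong numbers were not always called active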
WT yeast gro inh: growth inhibition of WT yeast, mitochondrial fusion screen | inhibition, % at 10 µM | 2.1% of 190,000 active | mitochondrial fusion phenotypic screen, WT strain | AID 1362; in the data active = inhibition above about 58%; tested in S. cerevisiae
Dynein cargo inh: blocks dynein driven cargo transport along microtubules. 3617.4 mouse cells, GR-EGFP nuclear translocation imaging; test concentration mostly 20 µM; stimulated with dexamethasone, 1 µM; active compounds read low. z-score, hits read low. 0.47% of 220,000 active. AID 1381;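 active = plate z-score of nuclear minus cytoplasmic receptor signal below a set negative limit, without overly bright fluorescence or cell loss, cut at about -3.5 in these data, passing the limit was not always enough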;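 note: z-score of nuclear minus cytoplasmic ring GR-EGFP intensity difference per well; some compounds called inactive have numbers as strong as hits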
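Buffer or medium: tet-free medium with charcoal-stripped serum / Also added: dexamethasone agonist, 1.0 µM final, for 30 min / Timing: induction 48 h, compound 1 h, agonist 30 min / Measured by: high-content fluorescence imaging after fixation / Read-out: nuclear-to-cytoplasmic GR-EGFP distribution per well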
b-catenin transl: beta-catenin nuclear translocation modulation; 0.3% of 190,000 active; AID 1665; HeLa beta-catenin nuclear translocation, immunofluorescence imaging; nuclear translocation activity, % at 5 µM;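 active = nuclear translocation activity above 50% at 5 µM, with a well cell count of 50 or more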;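 note: per-cell ratio of nuclear to cytoplasmic median beta-catenin stain intensity; plate controls were DMSO negative control for no effect and GSK-3 inhibitor IX positive control for full effect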
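Signal – beta-catenin immunofluorescence imaging with DAPI · Test system – human HeLa cell line · Dosing – 5 µM primary single dose, 0.1% DMSO, 0.02–20 µM confirmation series · Measure – % activation, nuclear-to-cytoplasmic median beta-catenin signal ratio per cell · Incubation – 24 h compound exposure at 37°C, 5% CO2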
MT stabilize HCS: stabilizes microtubules in HeLa cells; HeLa tubulin immunostaining HCS, 24 h; share of cells brighter than vehicle mean+2SD; % tubulin-high responders, % at 10 µM; 0.83% of 200,000 active; AID 2205;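 active = plate Z-score above 3 for both tubulin-high and condensed-nucleus cell shares, with cell loss under 80%, at 10 µM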;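 note: anti alpha tubulin signal scored within the nucleus-defined area of each cell; some results filed as inactive read as strong as hits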
WT yeast gro inh mutant strain: also measured in WT yeast gro inh; calls as there; inhibition, %; mitochondrial fusion phenotypic screen, mutant strain inhibition
Dynein cargo inh cytoplasmic EGFP: further read-out of Dynein cargo inh, marked with its call; z-score; measured here: cytoplasmic GR-EGFP intensity; active compounds read high
Dynein cargo inh nuclear GR-EGFP: recorded beside Dynein cargo inh, whose call it bears; z-score; measured here: nuclear GR-EGFP intensity;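 lower value marks the stronger effect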
Dynein cargo inh cell count: further read-out of Dynein cargo inh, marked with its call; z-score; measured here: cell count per field
b-catenin transl cell count 5 µM: recorded beside b-catenin transl, whose call it bears; cell count; measured here: cell count, cytotoxicity flag
T cell modulator vesicle-bound %: further read-out of T cell modulator, marked with its call; double positive events, %; measured here: CD8+ vesicle-bound cell fraction;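 binding gate set so that unloaded-vesicle control wells show 10% double positive cells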
MT stabilize HCS Hoechst-high %: second read-out of MT stabilize HCS, no call of its own (marks repeat the call); % Hoechst-high responders; measured here: nuclear condensation Hoechst responders;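 share of cells brighter than vehicle mean plus two SD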
MT stabilize HCS cytotoxicity %: also measured in MT stabilize HCS; calls as there; toxicity, %; measured here: cytotoxicity by cell density;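 0% = mean cell density of plate MIN control wells and 100% = no cells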
Autophagy HCS cell loss 18 h: further read-out of Autophagy HCS, marked with its call; toxicity, %; measured here: cell loss, nuclei count;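 cell loss after 18 h compound exposure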
Active calls of the source: *; i = inactive; nt = no result given; + = active, no number. Random draw from the library; any-hit rate near 4.4%.

No. | Compound | T cell modulator | T cell modulator vesicle-bound % | M17LAP inhibition | Yfh1-depleted yeast | Autophagy HCS | Autophagy HCS cell loss 18 h | P. falciparum M1AAP | WT yeast gro inh | WT yeast gro inh mutant strain | Dynein cargo inh | Dynein cargo inh cytoplasmic EGFP | Dynein cargo inh nuclear GR-EGFP | Dynein cargo inh cell count | b-catenin transl | b-catenin transl cell count 5 µM | MT stabilize HCS | MT stabilize HCS Hoechst-high % | MT stabilize HCS cytotoxicity %
1 | CCCCn1c(SCC(=O)c2ccc3c(c2)OCCO3)nnc1-c1ccoc1C | i | 40 | 10% | nt | i | 2 | 5% | -3 | 11 | -0.69 | -0.18 | -0.084 | -0.35 | -6.8 | 1192 | 6.2 | 3.7 | 6.0
2 | C=CCn1c(SCC(=O)c2ccc(CNC(C)=O)o2)nc2ccccc2c1=O | i | 43 | 6% | i | i | 6 | 12% | -15 | 12 | -0.22 | -0.14 | 0.21 | 0.21 | -2.0 | 1161 | 0.9 | 1.6 | 6.5
3 | COc1ccc(N(C(=O)CS(=O)CC(=O)Nc2ccc(F)cc2)C(C(=O)NC2CCCCC2)c2cccs2)cc1 (stereo unspecified) | i | 45 | -13% | i | i | -7 | -8% | 7 | -19 | -0.13 | -0.16 | 0.87 | -0.99 | -2.5 | 526 | 2.8 | 2.2 | 2.8
4 | Cc1cccc(C)c1NC(=S)NC1CCCCC1 | i | 52 | 13% | i | i | 3 | -3% | 70* | 30* | 1.5 | -0.25 | 0.92 | -0.56 | 0.8 | 1065 | 4.2 | 2.3 | 5.1
5 | COC(=O)c1cn(Cc2c(C)cc(C)cc2C)nn1 | i | 49 | -10% | i | i | 23 | 5% | 7 | -9 | -0.18 | -0.21 | -0.14 | -0.91 | nt | nt | 3.3 | 1.8 | 1.6
6 | COCCn1nnnc1CN1CCC(Cc2ccccc2)CC1 | i | 7 | 7% | i | i | 4 | 1% | -7 | -7 | -0.067 | -0.32 | -0.8 | 1.1 | -4.4 | 1149 | 3.4 | 1.7 | 9.6
7 | CCCOc1cccc(C(=O)NC(=S)Nc2ccc(N3CCN(C)CC3)cc2)c1 | i | 57 | -1% | i | i | 1 | 10% | 25 | 12 | 1.9 | -0.26 | 1.3 | -0.86 | 0.6 | 1553 | 3.5 | 3.9 | 2.3
8 | CCCN1CC(O)=C(C#N)C1=O | i | 21 | -16% | i | i | 2 | 13% | 4 | -4 | -0.19 | -0.17 | -0.18 | -1 | -5.7 | 1117 | 0.9 | 1.6 | 4.7
9 | CCOc1ccc(Br)cc1-c1noc(-c2cccs2)n1 | i | 49 | 6% | i | i | -2 | 0% | 4 | 12 | -0.64 | -0.27 | -0.79 | 1.2 | 1.5 | 1035 | 4.3 | 1.4 | 4.5
10 | COc1ccc(-n2c(-c3ccccc3)c[n+]3c2CCC3)cc1 | i | 22 | -9% | i | nt | nt | 0% | nt | nt | 0.93 | -0.24 | 1.2 | -1.3 | 1.5 | 1280 | nt | nt | nt
11 | S=C(NCCc1ccccc1)Nc1ccc(Br)cc1 | i | 41 | 1% | i | i | 5 | -2% | 44 | 26 | -0.41 | -0.22 | -0.37 | 0.047 | -1.3 | 938 | 2.9 | 2.1 | 8.6
12 | Cc1cccc(C)c1NC(=O)N1C2CCC1CC(O)(c1cccnc1)C2 (stereo unspecified) | i | 56 | 13% | i | i | -1 | 5% | -10 | -6 | -0.6 | -0.16 | -0.22 | -0.21 | -0.5 | 1059 | 3.8 | 1.9 | 5.9
13 | COc1ccc(CNC(=O)C(OC(=O)c2nsc(Cl)c2Cl)C(C)C)cc1 (stereo unspecified) | i | 38 | 2% | i | i | 6 | 5% | -13 | 5 | 0.44 | -0.28 | 0.099 | -0.59 | -1.1 | 1467 | 4.0 | 2.4 | 7.7
14 | CCOc1cccc2cc(-c3nnc(NCc4ccc5c(c4)OCO5)s3)c(=O)oc12 | i | 45 | -5% | i | + | 5.2* | 5% | -13 | -2 | 0.065 | -0.13 | 0.17 | -0.32 | 2.5 | 1054 | 12 | 6.4 | 8.4
15 | O=C(c1ccc2c(c1)OCO2)N1CCN(C(=O)c2ccco2)CC1 | i | 36 | -1% | i | i | 4 | -4% | -13 | -33 | -0.9 | -0.22 | -0.23 | 1.1 | nt | nt | 2.3 | 2.1 | 6.9
16 | O=C(O)CC1S/C(=N/N=C/c2ccc(Br)cc2)N(c2ccccc2)C1=O (stereo unspecified) | nt | nt | 7% | i | i | 21 | 2% | -6 | -1 | 0.55 | -0.24 | 0.54 | -0.21 | -0.3 | 1084 | 2.7 | 1.2 | 4.1
17 | CCC(Sc1nc(N)cc(N)n1)C(=O)O (stereo unspecified) | i | 20 | 3% | i | i | -7 | 2% | -15 | 0 | 0.97 | -0.1 | 0.71 | 0.5 | -3.4 | 1207 | 2.0 | 0.8 | 3.8
18 | Cc1c(NC(=S)NC(=O)COc2ccccc2)c(=O)n(-c2ccccc2)n1C | i | 5 | 4% | i | i | 7 | 5% | -11 | 12 | 0.083 | -0.24 | 0.19 | 0.22 | -3.9 | 477 | 2.6 | 2.4 | 12
19 | CC(C)C1(C)C(=O)N=C2c3ccccc3C(=O)N21 (stereo unspecified) | i | 48 | 6% | i | i | -5 | 3% | 0 | 13 | 0.32 | -0.19 | 0.12 | -0.03 | -0.2 | 1097 | 1.9 | 1.3 | 1.5
20 | Cc1c(NC(=O)C2CC=CCC2C(=O)O)c(=O)n(-c2ccccc2)n1C (stereo unspecified) | i | 39 | 7% | i | i | -1 | 7% | 2 | -2 | 1.8 | -0.13 | 0.82 | -1.4 | 3.2 | 1179 | 1.6 | 1.2 | 12
21 | O=C(Cn1nc(C(F)(F)F)c2c1CCCC2)NCCN1CCOCC1 | i | 40 | 12% | i | i | 4 | 8% | 3 | 24 | -0.18 | -0.18 | 0.59 | 1.4 | -0.5 | 1050 | 2.2 | 2.2 | 8.6
22 | CCC(Sc1nc2c(cnn2-c2ccccc2)c(=O)[nH]1)C(=O)OC (stereo unspecified) | i | 14 | -16% | i | i | 4 | 1% | 12 | -9 | -0.12 | -0.15 | 0.16 | 0.21 | -6.5 | 1129 | 2.3 | 2.5 | 8.9
23 | COc1ccc(Cn2c(=O)[nH]c3cc(C(=O)NCCCN4CCCC4=O)ccc3c2=O)cc1 | i | 35 | 8% | i | i | 4 | -7% | -1 | -15 | 0.56 | -0.1 | 1.1 | -0.22 | -1.4 | 1427 | 5.9 | 3.6 | 11
24 | O=C(Nc1sc2c(c1C(=O)O)CCCCC2)c1ccccc1 | i | 25 | 54% | i | i | -3 | 8% | 2 | 4 | -0.39 | -0.37 | -0.15 | 0.88 | -3.1 | 1027 | 2.1 | 2.5 | 5.4
25 | CC(=O)NCCNC(=O)C1CCCCN1S(=O)(=O)c1ccccc1 (stereo unspecified) | i | 29 | -12% | i | i | -3 | 6% | 2 | 3 | 2.6 | -0.18 | 1.7 | -1.9 | -2.4 | 1158 | 2.9 | 3.1 | 8.5
26 | CCc1c(C)[nH]c2ccccc2c1=O | i | 58 | 2% | i | i | 7 | 2% | -6 | 8 | 1.4 | -0.057 | 1.3 | -1.3 | 0.3 | 1156 | 2.0 | 2.0 | 5.8
27 | Cc1c(Cl)ccc2c(C(=O)O)cc(-c3ccccc3)nc12 | i | 56 | 0% | i | nt | nt | 9% | nt | nt | 1.4 | -0.3 | 0.56 | 0.03 | -0.6 | 1285 | nt | nt | nt
28 | CCOC(=O)C(NC(=O)c1cccc(Cl)c1)(OCc1ccc(F)cc1)C(F)(F)F (stereo unspecified) | i | 56 | 10% | i | i | 7 | 5% | 26 | -2 | -0.31 | -0.27 | -0.18 | 1.5 | 0.8 | 1085 | 1.8 | 3.1 | 7.1
29 | O=C(COC(=O)c1ccncc1)Nc1cc(Cl)c(Cl)cc1Cl | i | 20 | -5% | nt | i | -11 | -1% | 71* | -35* | 0.6 | -0.14 | 0.053 | -0.45 | nt | nt | 3.0 | 0.9 | 3.3

Three compounds already listed, arranged by the value under Dynein cargo inh cytoplasmic EGFP, largest number first:
| cpd | SMILES | T cell modulator | T cell modulator vesicle-bound % | M17LAP inhibition | P. falciparum M1AAP | WT yeast gro inh mutant strain | Dynein cargo inh | Dynein cargo inh cytoplasmic EGFP | Dynein cargo inh nuclear GR-EGFP | Dynein cargo inh cell count | MT stabilize HCS Hoechst-high % |
| --- | --- | --- | --- | --- | --- | --- | --- | --- | --- | --- | --- |
| 26 | CCc1c(C)[nH]c2ccccc2c1=O | i | 58 | 2% | 2% | 8 | 1.4 | -0.057 | 1.3 | -1.3 | 2.0 |
| 25 | CC(=O)NCCNC(=O)C1CCCCN1S(=O)(=O)c1ccccc1 (stereo unspecified) | i | 29 | -12% | 6% | 3 | 2.6 | -0.18 | 1.7 | -1.9 | 3.1 |
| 28 | CCOC(=O)C(NC(=O)c1cccc(Cl)c1)(OCc1ccc(F)cc1)C(F)(F)F (stereo unspecified) | i | 56 | 10% | 5% | -2 | -0.31 | -0.27 | -0.18 | 1.5 | 3.1 |

From PubChem BioAssay
